From PubChem
ADAM10 inh: human ADAM10 inhibitors, primary screen, biochemical, QFRET, HTS. actives 0.62% (n = 370,000). inhibition, % at 7 µM. AID 720582, 2013. recombinant ADAM10, EDANS/DABCYL FRET peptide cleavage, 3 h. Disintegrin and metalloproteinase domain-containing protein 10 (Homo sapiens), O14672;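 active = inhibition above a per-campaign cutoff equal to the mean of compounds falling between control-based bounds plus 3 SD, cut at about 20% in these data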;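 also: 0% = DMSO wells while the 100% control is not disclosed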
ASAP1 GAP inh: inhibitors of human ASAP1 ArfGAP activity, primary screen, biochemical, fluorescence polarization; inhibition, % at 16.5 µM; ASAP1-stimulated ARF1 GTP hydrolysis, GDP FP detection; actives 0.19% (n = 360,000); Arf-GAP with SH3 domain, ANK repeat and PH domain-containing protein 1 (Homo sapiens), …; in the data active = inhibition above about 25%;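 also: 0% = vehicle with enzyme and substrate and 100% = no enzyme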
rCAG RNA binder: binders of r(CAG) RNA repeats, primary screen, biochemical, fluorescence; r(CAG) RNA repeat, TO-PRO-1 dye displacement fluorescence; inhibition, % at 3 µM; actives 1.3% (n = 370,000);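 active = inhibition above the plate cutoff, the mean of all test compounds on that plate plus 3 SD, cut at about 35% in these data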;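 also: 0% = DMSO alone and 100% = 100 µM mitoxantrone as full dye displacement; higher means more dye released from RNA so lower well fluorescence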
GAA850 FXN act: FXN promoter activators, primary screen, cell-based, luciferase luminescence, HEK293 lucGAA850. actives 0.56% (n = 360,000). HEK293 lucGAA850 FXN promoter luciferase reporter, 24 h; percent of 10 µM SAHA response. activation, % at 6 µM;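 active = activation above the average of all compounds screened plus 3 SD, cutoff fixed separately per campaign, cut at about 7.5% in these data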;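 also: 0% = DMSO wells and 100% = 10 µM SAHA wells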
GC-B act: human GC-B receptor activators, primary screen, HEK293 GC-B cells, cGMP TR-FRET, EC30 CNP; Atrial natriuretic peptide receptor 2 (Homo sapiens), P20594; 0% at EC30 CNP, 100% saturating CNP; activation, % at 10 µM; actives 0.11% (n = 370,000); AID 1920062, 2024;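 active = activation at 10 µM reaching about 35% in either raw or pattern-adjusted values, limit read from the data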
sPLA2-III inh: human group III sPLA2 inhibitors, primary screen, biochemical, QFRET, BODIPY PC-A2 liposome substrate. actives 0.56% (n = 370,000). QFRET BODIPY PC-A2 liposome hydrolysis, fluorescence. AID 743126, 2013. inhibition, % at 12.2 µM;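 active = inhibition above mean plus 3 SD of compounds lying within the high and low control bounds, cut at about 19% in these data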;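 also: 0% = median of test compound wells and 100% = no enzyme DMSO wells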
ARFGAP1 inhibitor: inhibitors of rat ARFGAP1 GAP activity, primary screen, biochemical, fluorescence polarization, GDP tracer. Arfgap1-stimulated ARF1 GTP hydrolysis, GDP FP detection. inhibition, % at 16.5 µM. actives 0.26% (n = 360,000). AID 651572, 2012;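 active = inhibition above a per-plate limit, mean inhibition of low control wells plus 3 SD, cut at about 25% in these data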;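 also: 0% = DMSO wells with enzyme and 100% = wells lacking Arfgap1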
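Assay system: purified rat His6-Arfgap1 residues 1-136 (GAP domain); Reagent: human Δ17 ARF1 bound to GTP; Dosing: 16.5 µM single point, 1.26% DMSO; Times: GTP hydrolysis reaction 2 h at 25 °C; Signal: FP, GDP Alexa 633 tracer displaced from anti-GDP antibody, 620/688 nm; Measure: % inhibition from polarization.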
proKLK7 act: proKLK7 zymogen activators, primary screen, biochemical, fluorescence intensity. actives 0.9% (n = 370,000). purified proKLK7, EDANS-DABCYL substrate fluorescence; 100% is mature enzyme control, 0% vehicle. Kallikrein-7 (Homo sapiens), P49862. activation, % at 7 µM;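 active = activation above the mean of all tested compounds plus 3 SD, computed per campaign excluding outliers beyond control limits, cut at about 13% in these data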
DDE Tn6 FP inh: inhibitors of Tn6 peptide binding to fibrin DD(E), primary screen, biochemical, fluorescence polarization, human fibrin, Tn6 probe; AID 720509, 2013; Fibrin DD(E) TRITC-Tn6 fluorescence polarization displacement; actives 0.21% (n = 370,000); inhibition, % at 8.3 µM;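 active = inhibition above a per-campaign cutoff: mean of compounds within control limits plus 3 SD, cut at about 15% in these data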;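 also: 0% = median of all compound wells on the plate and 100% = blocking peptide control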
GC-A act: GC-A stimulated cGMP production enhancers – HEK293 GC-A cells, cGMP TR-FRET, EC30 ANP, primary screen; Atrial natriuretic peptide receptor 1 (Homo sapiens), P16066; 0% at EC30 ANP, 100% saturating ANP; activation, % at 10 µM; actives 0.14% (n = 370,000); AID 1671463, 2021; in the data active = activation above about 40%
Target sequence (P16066 whole entry, looked up): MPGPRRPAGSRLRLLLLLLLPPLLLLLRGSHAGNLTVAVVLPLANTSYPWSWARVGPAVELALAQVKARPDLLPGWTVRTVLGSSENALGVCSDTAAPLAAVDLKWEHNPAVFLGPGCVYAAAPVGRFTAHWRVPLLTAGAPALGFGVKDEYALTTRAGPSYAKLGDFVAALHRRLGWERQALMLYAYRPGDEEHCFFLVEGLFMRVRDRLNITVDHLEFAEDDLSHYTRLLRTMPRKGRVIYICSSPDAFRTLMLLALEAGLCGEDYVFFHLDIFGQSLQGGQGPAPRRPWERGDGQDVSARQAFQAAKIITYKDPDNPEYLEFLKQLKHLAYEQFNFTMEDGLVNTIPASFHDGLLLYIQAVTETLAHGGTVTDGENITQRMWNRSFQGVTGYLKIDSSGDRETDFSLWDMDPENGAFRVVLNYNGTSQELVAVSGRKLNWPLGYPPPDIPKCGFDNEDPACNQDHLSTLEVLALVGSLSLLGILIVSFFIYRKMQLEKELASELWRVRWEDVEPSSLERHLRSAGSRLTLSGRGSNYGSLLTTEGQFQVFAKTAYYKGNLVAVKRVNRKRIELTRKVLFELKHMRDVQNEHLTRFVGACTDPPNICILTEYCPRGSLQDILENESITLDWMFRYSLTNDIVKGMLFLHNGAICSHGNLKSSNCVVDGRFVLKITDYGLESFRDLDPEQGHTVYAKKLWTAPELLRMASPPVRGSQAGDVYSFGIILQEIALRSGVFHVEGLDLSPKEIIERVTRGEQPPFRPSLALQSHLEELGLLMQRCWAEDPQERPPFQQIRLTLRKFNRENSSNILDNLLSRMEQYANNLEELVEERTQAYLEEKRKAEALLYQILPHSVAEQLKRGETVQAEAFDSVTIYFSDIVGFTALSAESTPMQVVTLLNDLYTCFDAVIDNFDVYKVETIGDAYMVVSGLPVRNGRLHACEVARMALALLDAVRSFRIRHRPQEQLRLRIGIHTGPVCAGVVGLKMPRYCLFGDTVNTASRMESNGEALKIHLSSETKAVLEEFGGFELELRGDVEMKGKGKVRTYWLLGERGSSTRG
Starred values were filed as active, the others as inactive; i = inactive; / = not tested or not shown; & = joins results of further samples.

SMILES	ADAM10 inh	ASAP1 GAP inh	rCAG RNA binder	GAA850 FXN act	GC-B act	sPLA2-III inh	ARFGAP1 inhibitor	proKLK7 act	DDE Tn6 FP inh	GC-A act
CCN(C[C@H]1N[C@@](Cc2ccccc2)(C(=O)OC)[C@H]2C(=O)N(C)C(=O)[C@@H]12)C(=O)Nc1ccc(Cl)cc1	-17	8	-4	-4.5	-3	0	3	0.1	-4	-2
CCSc1nnc(NC(=O)c2cccc3ccccc23)s1	-8	1	4	0.3	-2	-7	13	0.8	1	1
Cc1ccc(NC(=O)c2cc(S(=O)(=O)N3CCOCC3)c(Br)s2)cc1	0	-7	6	0.2	-1	-6	8	0.8	-5	-1
O=C(C=Cc1ccco1)c1cc(Cl)ccc1O	-22	2	18	2.9	-1	-10	-2	35*	4	-2
N#CC(=C=[N-])c1nc2ccccc2nc1-[n+]1ccccc1	-1&-20	1&-3	3&0	2.3&-0.7	-1&-3	-3&5	-2&11	0.2&0.3	0&-6	0&-5
CCCN(CCO)Cc1ccc2ccccc2c1	2	-2	-2	-2.1	1	0	3	0.2	3	-3
CC1(C(=O)Nc2ccc3c(c2)OCO3)CCN1Cc1csc2ccccc12 (stereo not given)	20	6	0	3.8	-5	-6	5	-0.7	-7	-5
O=C(NCc1cccc(F)c1)C1CCC(=O)N(CC2CCCCC2)C1 (stereo not given)	4	1	-7	0.4	-5	-4	-11	-0.1	0	1
CNC(=O)COC(=O)c1cc(-c2ccc(OC)cc2)nc2ccccc12	-309	6	0	3.7	-4	-10	2	113*	-3	6
CSc1cccc(NC(=O)COc2cccc3ccccc23)c1	4	0	5	-2.9	-2	1	10	-1.1	-2	-1
C[C@H](NC(=O)OC(C)(C)C)c1nnc(SCC(=O)c2ccc(Cl)cc2)o1	-6	-12	-8	-0.7	-2	-28	5	0.8	2	3
C[C@@H]1CCCCO[C@H](CN(C)Cc2ccc3c(c2)OCO3)[C@@H](C)CN([C@H](C)CO)C(=O)c2cc(NC(=O)c3ccccc3)ccc2O1	-8	11	3	-4.1	3	-4	-8	-0.3	4	5
O=C(NCc1ccccc1)c1ccccc1Br	0	4	3	-0.4	-7	3	-6	-0.3	2	0
O=c1[nH]n2c(=O)c3c([nH]c2c1N=Nc1cccc(Cl)c1)CCCC3	15	0	75*	-1.2	-8	5	13	-0.3	-13	-17
Cc1ccc(NC(=O)C(C)OC(=O)c2n[nH]c3ccccc23)cc1 (stereo not given)	3	0	5	1.4	2	-24	4	1.2	-2	-2
CCc1nc2ccc(C(=O)NCCN3CCNC3=O)cn2c1N(C)Cc1ccc(OC)cc1	-15	-14	-1	14*	6	2	-10	-0.7	4	4
Cc1ccc(NC(=O)c2ccc(S(=O)(=O)N3CCOCC3)cc2)nc1	-3	-1	-1	-3.0	2	2	-2	-0.5	4	-2
CCOc1ccc(C2C(C(=O)c3ccco3)=C(O)C(=O)N2CCCn2ccnc2)cc1OCC (stereo not given)	-6	16	5	1.0	3	-6	-10	1.8	-4	8
CCOc1ccc(NC(=O)CSc2nc3ccccc3c(=O)n2CCCC(=O)NCCCN2CCCC2=O)cc1	0	2	-6	-1.6	3	-3	-3	0.2	-4	1
CCCOc1ccc(C(=O)CCC(=O)OCC(=O)N2CCN(S(=O)(=O)c3ccc(C)cc3C)CC2)cc1	21*	2	4	1.1	1	-41	-3	0.0	-2	-3

Reprinted from the part before: 4 entries; new compounds follow.
SMILES	ADAM10 inh	ASAP1 GAP inh	rCAG RNA binder	GAA850 FXN act	GC-B act	sPLA2-III inh	ARFGAP1 inhibitor	proKLK7 act	DDE Tn6 FP inh	GC-A act
Cc1ccc(NC(=O)c2ccc(S(=O)(=O)N3CCOCC3)cc2)nc1	-3	-1	-1	-3.0	2	2	-2	-0.5	4	-2
CCOc1ccc(C2C(C(=O)c3ccco3)=C(O)C(=O)N2CCCn2ccnc2)cc1OCC (stereo not given)	-6	16	5	1.0	3	-6	-10	1.8	-4	8
CCOc1ccc(NC(=O)CSc2nc3ccccc3c(=O)n2CCCC(=O)NCCCN2CCCC2=O)cc1	0	2	-6	-1.6	3	-3	-3	0.2	-4	1
CCCOc1ccc(C(=O)CCC(=O)OCC(=O)N2CCN(S(=O)(=O)c3ccc(C)cc3C)CC2)cc1	21*	2	4	1.1	1	-41	-3	0.0	-2	-3
Nc1nc(SCC(=O)NCc2ccccc2Cl)[nH]c(=O)c1NC(=O)c1ccccc1F	-8	-2	-1	-0.5	4	-4	6	0.1	-1	2
O=S(=O)(Nc1nc2ccccc2s1)c1cc(F)ccc1F	10	21	25	1.1	1	-24	6	0.0	0	2
CCOC(=O)C1CCN(S(=O)(=O)c2ccc(C(C)=O)cc2)CC1	0	-7	-4	0.2	0	-6	0	0.1	-8	0
O=C(NC(=S)Nc1nc(-c2ccccc2)cs1)c1cccnc1	5	14	6	-0.3	-7	7	2	-0.2	6	1
O=C(NCCc1ccccc1)c1ccc2nc(N3CCOCC3)sc2c1	-16	20	-1	1.0	0	1	-2	-0.7	-4	0
O=C1OC(=O)c2c(Br)c(Br)c(Br)c(Br)c21	-6	0	0	-1.2	-2	-2	2	0.0	2	-1
Cc1cccc(C)c1NC(=O)CNc1ccccc1	17	-7	10	0.7	5	3	8	0.1	5	4
O=S1(=O)c2ccc(Br)cc2OC[C@@H](Cc2ccccc2)N1Cc1cn(Cc2ccco2)nn1	10	/	5	/	-3	-5	/	0.3	-5	0
COc1ccccc1NS(=O)(=O)CC12CCC(CC1=O)C2(C)C (stereo not given)	1	7	0	2.0	0	1	-4	0.1	1	1
Cc1cccc(NC(=O)CNC(=O)c2ccc(-n3cncn3)c([N+](=O)[O-])c2)c1C	-5	3	3	1.5	-3	2	1	0.0	2	1
COc1ccc(CCN=Cc2c(C)[nH]n(-c3ccc([N+](=O)[O-])cc3)c2=O)cc1OC	-3	15	-2	0.9	0	-1	5	-0.3	-5	1
COc1ccc(C(=O)O)cc1S(=O)(=O)N(C)CCc1ccccn1	-3	2	-2	1.9	4	-4	-15	-0.5	-7	2
COc1ccc(CCn2c(NN=C3CCCC3)nc3c2c(=O)[nH]c(=O)n3C)cc1	-37	11	4	0.6	2	-3	0	-0.2	-1	-1
Cn1c(=O)c2c(ncn2CC(=O)NC(C)(C)C)n(C)c1=O	-7	-10	2	0.0	0	-4	-2	0.1	3	2
CC(=O)C1=C(C)N(CC2CC2)C(=O)N[C@H]1c1ccc(Br)cc1	1	-1	-4	-0.6	-8	0	-1	0.2	-1	-4
O=C(CSc1ncccc1-c1nc2ccccc2[nH]1)N1CCN(c2ccccc2F)CC1	i	24	8	-2.4	0	4	7	12	-6	-4
O=C(NCc1ccccc1)c1cc(C2CCCN(C(=O)CCCc3ccccc3)C2)on1 (stereo not given)	4	-3	-1	-2.5	-1	-16	4	0.2	0	1
COc1ccc(N2CCN(C(=O)CCC(=O)N3CC(C)Oc4ccccc43)CC2)cc1 (stereo not given)	-6	14	-3	-0.2	0	4	2	0.4	-2	2
Cc1cc(C)nc(NS(=O)(=O)c2ccc(NC(=O)Cc3ccccc3F)cc2)n1	-1	-11	3	0.8	3	-2	15	0.1	-4	0
O=C(Cc1ccccc1)NNC(=O)Cc1ccccc1	0	-9	-2	1.7	1	1	-2	0.7	0	0
CCC(C)NC(=O)CS(=O)Cc1nc(-c2cccc(C)c2)oc1C (stereo not given)	-9	-7	1	0.5	1	-2	-5	0.2	-6	3
Cc1ccc(S(=O)(=O)N(C)C)cc1NC(=S)NCc1ccco1	9	-2	5	-1.8	4	3	7	2.4	3	3
Cc1nn(C(C)C)c(C)c1CN1CCCC(CCC(=O)NCc2ccccc2F)C1 (stereo not given)	-11	-1	-5	-0.1	3	6	8	-0.4	-9	-2
COc1ccc(/C=C2\SC(=O)N(CCNC(=O)C3CSC4(C)CCC(=O)N34)C2=O)cc1 (stereo not given)	-4	17	-4	2.2	-3	-5	-3	0.2	-2	-2
COC(=O)[C@@]12C[C@@H](CC(=O)N3CCN(C(=O)c4ccco4)CC3)C(=O)N(Cc3ccc4c(c3)OCO4)C1=CCC(C)(C)C2	-4	8	3	/	4	-5	5	0.7	1	-4
Nc1nc2c(ncn2[C@@H]2O[C@H](C(=O)N[C@H](Cc3ccccc3)C(=O)NCc3ccccc3)[C@@H](O)[C@H]2O)c(=O)[nH]1	-16	-9	6	/	30	8	11	0.6	1	30
c1ccc(C(c2ccccc2)N2CCN(c3ccc4ccccc4n3)CC2)cc1	-4	-1	-2	2.8	4	5	-3	0.1	5	0
Cc1ccc(S(=O)(=O)N(C)c2ccc(OCC(=O)Nc3nc4ccccc4s3)cc2)cc1	29*	-5	13	0.0	-5	-27	3	0.4	11	-2
C1CCC(Nc2nnnn2C2CCCCC2)CC1	5	-10	-2	2.2	4	4	-6	0.4	7	5
Cc1ccc(-c2nc3ccccc3n2C)o1	-95	3	0	5.7	-1	5	-6	-1.2	-3	0
COCCCNC(=O)CSc1nc2ccccc2c(=O)n1Cc1ccc2c(c1)OCO2	-6	-1	-6	0.8	8	-2	-5	0.4	1	5
CCC(=O)N1CCC1(C)C(=O)NS(=O)(=O)c1cccc(C#N)c1 (stereo not given)	-8	-7	0	-0.9	3	4	5	0.3	0	3
CC(=O)c1sc(NC(=O)C(C)Oc2ccc3c(C)cc(=O)oc3c2)nc1C (stereo not given)	-50	0	2	0.9	0	-6	-4	-1.0	-1	1
COc1cccc2c1cc1c(=O)n(CC(=O)N3CCCC3)nc(C)n12	i	7	-2	0.3	8	6	6	6.7	-6	4
CCOC(=O)N1CCC(NC(=O)C2CCCN(C(=O)N3CCOc4ccccc43)C2)CC1 (stereo not given)	-18	8	-7	1.3	-1	3	-6	-0.6	5	-2
O=S(=O)(c1ccc(Br)s1)N1CCc2ccccc2C1	2	-2	0	-3.0	-1	-2	1	0.5	-4	-4
CCOc1ccc(CC2c3cc(OCC)c(OCC)cc3CCN2C(=O)c2cc(OC)c(OC)c(OC)c2)cc1OCC (stereo not given)	5	-2	-1	-0.7	4	4	-5	0.6	0	8
CCOC(=O)C1CCCN(C(=O)c2ccc(F)c(C)c2)CC1 (stereo not given)	9	0	-1	-2.0	-1	7	-4	0.0	6	3
CSCCC(NC(=O)c1ccco1)C(=O)NC1CCC(C)CC1 (stereo not given)	-7	0	2	3.7	2	7	-10	0.1	-6	3
COc1cccc(N=Nc2c(=O)[nH]n3c(=O)cc(C)[nH]c23)c1	-2	10	4	-0.6	-9	3	-12	0.3	-13	7
